Assay outcomes: PubChem, National Center for Advancing Translational Sciences (NCATS)
PTHR1 agonist: qHTS for PTHR1 Agonists: Primary Screen; HEK293 GP2 PTHR1 cells, GloSensor cAMP luminescence, 1 h; Potency, µM (top dose mostly 115 µM), without a hit: at the highest dose activation, most hits filed as activators; AID 743266, 2014; 410,000 tested, 0.075% active; note: potency is the fitted concentration of half-maximal effect; nearly all actives have a fitted effect of over 55% in size; some results filed as inactive show a strong effect at the top dose; inactives centre near -15; many of its hits are not listed in these tables
Target sequence (Q03431 whole entry, looked up): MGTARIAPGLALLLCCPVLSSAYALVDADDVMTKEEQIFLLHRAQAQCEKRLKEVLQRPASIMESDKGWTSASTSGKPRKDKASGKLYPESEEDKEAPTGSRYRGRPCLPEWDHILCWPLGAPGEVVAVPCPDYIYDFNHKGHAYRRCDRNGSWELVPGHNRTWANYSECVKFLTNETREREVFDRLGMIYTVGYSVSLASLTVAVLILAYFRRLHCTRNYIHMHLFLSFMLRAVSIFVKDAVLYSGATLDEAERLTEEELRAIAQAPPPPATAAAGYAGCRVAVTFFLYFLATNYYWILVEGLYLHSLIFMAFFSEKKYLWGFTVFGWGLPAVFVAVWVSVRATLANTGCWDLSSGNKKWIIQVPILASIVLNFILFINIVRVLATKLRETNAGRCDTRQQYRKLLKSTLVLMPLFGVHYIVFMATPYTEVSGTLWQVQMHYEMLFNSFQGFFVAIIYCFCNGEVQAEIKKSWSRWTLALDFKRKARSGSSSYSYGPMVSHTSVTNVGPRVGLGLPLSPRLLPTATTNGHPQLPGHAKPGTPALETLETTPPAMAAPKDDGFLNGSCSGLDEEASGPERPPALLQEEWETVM
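HEK-293-derived GP2 cells expressing PTHR1 and a GloSensor cAMP reporter, 3,000/well, plated overnight, given luciferin plus IBMX (each 0.5 mM as added) for 1 h at 37 °C, then compound for 1 h at 37 °C. Luminescence was read after 15 min at room temperature.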
TDP-43 yeast inh: qHTS of TDP-43 Inhibitors; TDP-43 expressing yeast growth rescue, BacTiter-Glo, 24 h; Potency, µM (highest dose often 46.1 µM), for the others: at the highest dose growth rescue (activation), actives largely listed as activators; 410,000 tested, 1.8% active; AID 652104, 2013; note: potency is the fitted concentration of half-maximal effect; % of control where 0% means no effect; nearly all actives have a fitted effect of over 50% in size
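Cell-based yeast growth screen: TDP-43 expression induced in galactose, inoculum OD600=0.02 after raffinose pregrowth to mid-log. Read-out BacTiter-Glo luminescence at 24 hr, 30 deg C; inhibition of toxicity seen as signal increase.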
GLP-1R agonist: qHTS of GLP-1 Receptor Agonists | Glucagon-like peptide 1 receptor (Homo sapiens), P43220 | HEK293 GLP-1R CRE-luciferase, luminescence, 4-6 h; cells express a hypersensitive GLP-1R form | Potency, µM (titrated, usually from 45.6 µM), inactives show at the top dose activation, most hits filed as activators | 380,000 tested, 0.007% active | AID 624172, 2012; note: potency is the fitted concentration of half-maximal effect; % of control where 0% means no effect
Target sequence (P43220 whole entry, looked up): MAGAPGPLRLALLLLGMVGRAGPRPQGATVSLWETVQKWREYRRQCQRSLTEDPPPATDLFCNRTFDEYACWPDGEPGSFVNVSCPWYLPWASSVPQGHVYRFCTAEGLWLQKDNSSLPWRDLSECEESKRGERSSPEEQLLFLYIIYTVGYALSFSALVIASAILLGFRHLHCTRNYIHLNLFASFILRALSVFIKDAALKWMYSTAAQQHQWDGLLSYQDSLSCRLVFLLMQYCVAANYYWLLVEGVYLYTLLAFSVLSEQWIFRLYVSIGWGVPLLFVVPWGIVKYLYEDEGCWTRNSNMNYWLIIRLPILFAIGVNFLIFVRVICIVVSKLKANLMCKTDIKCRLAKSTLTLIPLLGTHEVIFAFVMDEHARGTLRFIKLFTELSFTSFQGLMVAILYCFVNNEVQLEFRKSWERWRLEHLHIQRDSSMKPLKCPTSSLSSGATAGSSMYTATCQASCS
Akt phos inh: HTS Assay for Inhibitors of Akt Phophorylation: Primary Screen; AID 651550, 2012; 360,000 tested, 0.32% active; activity change, % for hits at 50 µM; Neuro2A IGF-stimulated pAkt S473 HTRF, 20 min; stronger effect = lower value; in the data active = activity change below about -80%; inconclusive = mostly about -51% to -80%; note: % is set by controls: 0 for no effect and ±100 for the full control effect
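Neuro2A cells in DMEM with 0.5% FBS, overnight at 37 deg C, given compound at single 50 µM final, then IGF (6 nM final) for 20 min at 37 deg C. Lysed; phospho-Akt Ser473 by HTRF after 24 h, 665/615 ratio.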
aSyn rescue: qHTS of alpha-syn Inhibitors; Potency, µM (highest dose often 46.1 µM), for the others: top-dose growth rescue (activation), hits mostly activators; 370,000 tested, 0.14% active; Yeast expressing alpha-synuclein, growth rescue, BacTiter-Glo, 24 h; note: potency is the fitted concentration of half-maximal effect; % of control where 0% means no effect; nearly all actives have a fitted effect of over 65% in size
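Screening used galactose-induced yeast with toxic alpha-synuclein levels, exposed to compound for 24 hr at 30 deg C. Cell growth, read with BacTiter-Glo luminescence, gave the measured signal.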
Abeta rescue: qHTS for compounds that reverse cellular toxicity of Amyloid beta (A-beta) peptide in yeast: Primary Screen | yeast expressing A-beta42, growth rescue, OD600, 48 h; response scale: 0% DMSO, 100% iron-clioquinol control | Potency, µM (top dose mostly 46.1 µM), inactives show at the highest dose growth rescue, usual class: activators | 410,000 tested, 0.063% active | AID 1347071, 2019; note: potency is the fitted concentration of half-maximal effect; nearly all actives have a fitted effect of over 55% in size
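Yeast growth medium received pinned compounds, then yeast cells expressing toxic A-beta were added; plates incubated at 30 C for 48 hr. Growth read as absorbance at 600 nm, normalized to DMSO and equimolar FeCl3 plus clioquinol controls.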
FUS yeast rescue: qHTS for Suppressors of FUS Proteinopathy: Primary screen using FUS-linked yeast assay | S. cerevisiae FUS-expressing, growth rescue, OD600, 24 h | Potency, µM (top dose mostly 76.6 µM), for inactives: at the highest dose growth rescue (activation), most hits filed as activators | 390,000 tested, 0.24% active;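 note: potency is the fitted concentration of half-maximal effect; plate controls were DMSO vehicle for no effect and reference control for full effect; nearly all actives have a fitted effect of over 55% in size; some results filed as inactive show a strong effect at the top dose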
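Yeast expressing FUS under galactose induction, OD 0.005 in 2% galactose medium; compounds in a dilution series, 24 h at 30C. Growth rescue by absorbance at 600 nm; CP55940 positive control, DMSO negative.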
GLP-1R inv ag: qHTS of GLP-1 Receptor Inverse Agonists (Inhibition Mode). Glucagon-like peptide 1 receptor (Homo sapiens), P43220. HEK293 GLP-1R CRE-luciferase, luminescence, 24 h; GLP-1R form is constitutively active. Potency, µM (doses to about 38.3 µM), for the others: at the top dose activity change, negative = inhibition, actives largely listed as inhibitors. 410,000 tested, 1.6% active. AID 624417, 2012; note: potency is the fitted concentration of half-maximal effect; % is set by controls: 0 for no effect and ±100 for the full control effect; nearly all actives have a fitted effect of over 55% in size
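qHTS in 1536-well format: reporter HEK293 cells expressing constitutive GLP-1R activity in DMEM + 10% Nu serum, 24 hr with compounds at 37 deg C, luminescence read after 12 min with detection reagent.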
D3 antag: qHTS of D3 Dopamine Receptor Antagonist: qHTS | D(3) dopamine receptor (Homo sapiens), P35462 | D3R cells, DiscoveRx beta-arrestin luminescence, antagonist mode; stronger effect = lower value | max response, negative = inhibition, % | 360,000 tested, 2.5% active; in the data active = max response below about -50%; inconclusive = no clear call, values can overlap the other calls; note: % is set by controls: 0 for no effect and ±100 for the full control effect; mostly tested at two doses, the higher about 12 µM
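Cells expressing the human receptor were seeded at 1500 cells/well, incubated overnight at 37 degrees C in 5% CO2, then exposed to library compounds with dopamine controls for 90 minutes at 37 degrees C before luminescent detection.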
Numbers without * were called inactive; i = inactive; ? = inconclusive; . = no result given; & = joins results of further samples; [ ] = remark or other dose. Unless noted, calls come from the whole dose curve; as a rule, active = well fitted curve in the direction sought with a large enough effect; inconclusive = small, poorly fitted or top-dose-only effect, or another doubt; inactive = no such curve, though single readings can be large; an effect the other way counts as inactive or inconclusive. Some of the compounds tested; the hit share may differ from the screen's.

SMILES | PTHR1 agonist | TDP-43 yeast inh | GLP-1R agonist | Akt phos inh | aSyn rescue | Abeta rescue | FUS yeast rescue | GLP-1R inv ag | D3 antag
CCOc1ccccc1NC(=O)CSc1nccn1-c1cccc(C)c1 | -7% | 18µM* | 0% | . | 14% | -18% | 8% | ? | .
C=CC[C@]12C[C@@H](OC)C(=O)C=C1O[C@@H](c1ccc(OC)c(OC)c1)[C@H]2C | i | 17% | 21% | i | 0% | -20% | 1% | 16% | 22
COCCCN1C(=O)N(c2ccccc2)C(=O)C1CC(=O)Nc1ccc(F)cc1 (configuration not stated) | -16% | 3%&1% | -2% | i | -2% | -6%&-17% | 1%&20% | -5%&17% | 3
N#Cc1cccnc1Nc1cccc(Cl)c1 | i | 21% | 18% | i | 7% | -2% | -6% | 26% | 3
Cc1cc(C)c2oc(C(=O)Nc3ccc(S(=O)(=O)N4CCCCC4)cc3)cc(=O)c2c1 | i | 18% | . | . | . | -18% | 4% | 6% | .
COc1cccc(NC(=O)NCCN2CCCCC2)c1 | 1% | 2% | 2% | i | 5% | -5% | -31% | 16% | -16
CC(C)Cn1cnc2sc3c(c2c1=N)CCCC3 | i | 28% | 24% | i | 4% | 4% | 7% | -25% | 33
O=S1(=O)c2cccc3cccc(c23)N1Cc1nnc(-c2ccccc2Br)o1 | -14%[57.5 µM] | 12% | 26% | i | 14% | -1% | 28% | 46%[activator] | 24
Cc1ccccc1N(CC(=O)NC(C)(C)C)C(=O)CS(=O)CC(=O)Nc1ccc2c(c1)OCO2 (configuration not stated) | -2% | 0%[9.22 µM] | 1% | i | -3% | 2% | 20% | -3% | -8
COc1cccc(CC(=O)Nc2ccc(S(=O)(=O)N3CCCCC3)cc2)c1 | i | 5% | 13% | i | 9% | 12% | 5% | ? | -1

Continued; it opens with the two that closed the last part.
SMILES | PTHR1 agonist | TDP-43 yeast inh | GLP-1R agonist | Akt phos inh | aSyn rescue | Abeta rescue | FUS yeast rescue | GLP-1R inv ag | D3 antag
Cc1ccccc1N(CC(=O)NC(C)(C)C)C(=O)CS(=O)CC(=O)Nc1ccc2c(c1)OCO2 (configuration not stated) | -2% | 0%[9.22 µM] | 1% | i | -3% | 2% | 20% | -3% | -8
COc1cccc(CC(=O)Nc2ccc(S(=O)(=O)N3CCCCC3)cc2)c1 | i | 5% | 13% | i | 9% | 12% | 5% | ? | -1
COc1cccc(SCc2noc(C(=O)NCC3CC3)c2C(=O)NCC2CC2)c1 | -3% | 16% | -7% | i | 7% | 6% | ? | ? | 40
Cc1ccc(OCCCCn2nnc3sc4c(c3c2=O)CCC(C)C4)cc1 (configuration not stated) | -5% | ? | . | . | . | -3% | 8% | 8% | .
COc1ccccc1CN1CCc2c([nH]c3ccccc23)C1 | i | -3% | -2% | i | 0% | -8% | 3% | ? | -90*
O=C(CSc1nc(-c2ccccc2)cs1)NC(=O)NCc1ccco1 | 0%[57.5 µM] | -4% | 3% | i | 0% | -27% | -12% | -14% | 1
Cc1c(Cl)c(=O)oc2cc(OC(C)C)ccc12 | -15% | 31% | 5% | i | 4% | -17% | . | 7% | -10
CC(C)C(=O)NCCSc1c[nH]c2ccccc12 | i | ? | 0% | i | 0% | 0% | 8% | 1% | 0
CC(C)C(NC(=O)OCc1ccccc1)C(=O)NCc1ccc(C(=O)O)cc1 (configuration not stated) | -4% | -1% | 4% | i | -12% | -6% | . | 3% | -23
COc1ccc(S(=O)(=O)N2CCCCCC2)cc1C(=O)NCc1cccs1 | -34%[inhibitor] | 3% | 9% | i | -4% | -15% | . | ? | 0
N#CCC(=O)N/N=C/c1cn(Cc2ccc(Cl)cc2Cl)c2ccccc12 | i | 1% | 9% | i | 3% | -1% | -5% | -15% | 12
COc1ccc(/C=C2/C(=O)N(c3ccccc3)N=C2C)cc1Br | -22% | -23% | -1% | i | 22% | 6% | 39% | -24% | 5
O=C(c1ccc2ccccc2c1)N1CCOCC1 | i | -12% | 4% | i | -1% | -4% | 55% | 51%[activator] | -15
CCOC(=O)C1CSC(CC(=O)Nc2ccc(Cl)cc2)C(=O)N1 (configuration not stated) | i | -11% | 1% | i | -6% | -2% | -5% | -8% | -4
Cc1scc(C(=O)O)c1-c1c(C(=O)O)csc1C | i | 0% | 2% | i | 1% | 9% | . | 3% | 0
CSc1ncccc1C(=O)Nc1ccccc1N1CCOCC1 | -41%[inhibitor] | 21% | 25% | i | 11% | 1% | . | 1% | -22
O=C(NCC(=O)N1CCN(c2ccccc2O)CC1)c1ccc(Br)o1 | i | -10% | 11% | i | 1% | 2% | 17% | 17% | 0
COc1ccc(CCNC(=O)C(=O)NCc2ccccn2)cc1 | i | 2% | 17% | i | 0% | 7% | -37% | 6% | -1
COC(=O)c1ccc(S(=O)(=O)N2C3CCC2CC(NC(=O)NC2CCCCC2)C3)cc1 (configuration not stated) | -2% | 15% | -8% | i | 7% | 6% | 19% | -9% | 1
COC(=O)CNC(=O)COC(=O)c1ccc(OC)c([N+](=O)[O-])c1 | i | -21% | 0% | i | -6% | -22% | 8% | 24% | -3
CCc1ccc(S(=O)(=O)NCc2csc(-c3ccccc3)n2)s1 | -6%[57.5 µM] | 3% | -2% | . | -5% | -34% | 18% | ? | 4
O=C(O)c1cc(-c2ccc(Cl)cc2)n[nH]1 | 28%[57.5 µM] | 7% | -19% | i | 0% | 3% | 2% | 10% | 4
O=C(CSCC(=O)OCC(=O)c1ccc(Br)cc1)Nc1cccc2ccccc12 | i | ? | -9% | i | 4% | 29% | 37% | 4% | -10
O=C(CC(c1cccs1)N1Cc2ccccc2C1=O)Nc1cccc(F)c1 (configuration not stated) | -46%[inhibitor] | -28% | 2% | . | 0% | -19% | -10% | -26% | .
COc1ccc(CNC(=O)CN(Cc2ccccc2)C(=O)CCC(=O)Nc2nccs2)cc1 | i | 0% | 9% | i | -5% | -4% | 41% | -21% | -2
CCc1ccc(/C=C/C(=O)C2C(=O)c3ccccc3C2=O)cc1 | -87%[inhibitor] | -30% | -15% | i | -75%[inhibitor] | -41%[inhibitor] | ? | -1% | ?
Cc1ccc(S(=O)(=O)N(CCc2ccccc2)c2ccc3c(c2)C2CC3CCN2C(=O)OCc2ccccc2)cc1 (configuration not stated) | i | 0% | 3% | i | 2% | 0% | -12% | 19% | 0
CC1(C)C2CCC1(C)C(Nc1ccccc1)C2 (configuration not stated) | -28% | 0% | -3% | i | -1% | -2% | -11% | -18% | 2
CCCCOc1ccc(NC(=O)c2cnc(C)cn2)cc1 | -11% | 15% | 2% | i | 2% | 2% | 7% | 10% | 55
COc1ccc(CCCc2nnc(SCC(=O)Nc3cc(F)ccc3C)o2)cc1 | -13% | 0% | . | . | . | 23% | 34% | 2% | .
Fc1ccccc1C1CCN(Cc2nc(CC3CC3)no2)C1 (configuration not stated) | -16% | -5%[9.22 µM] | 23% | i | 3% | 12% | 0% | ? | -13
CCC(=O)N1CCN(c2ccc(Cl)cc2NC(=S)NC(=O)c2ccco2)CC1 | -37%[inhibitor] | 10% | 12% | i | 1% | 9% | -8% | 6% | 9
CNC(=O)c1cc(Oc2ccc(NC(=O)c3[nH]c(-c4ccccc4)c4c3C(=O)N(C)C4=O)cc2)ccn1 | 12% | -3% | -2% | i | 1% | 2% | 15% | 4% | -17
CC1C(=O)N2CCCc3cc(S(=O)(=O)N4CCC(C(N)=O)CC4)cc1c32 (configuration not stated) | -66%[inhibitor] | -11%&2% | -5% | i | -3% | -1%&-17% | 25%&5% | -26%&6% | -2
CCCN1Cc2cccc(C(=O)Nc3cc(C)cc(C)c3)c2C1=O | i | 17% | . | . | . | 7% | -14% | 7% | .
NCCSC1CC(=O)N(c2ccc(F)cc2)C1=O (configuration not stated) | -17% | -11% | -2% | i | -8% | -8% | -11% | 10% | 4
COc1cccc(Nc2nc(C(N)COCc3ccccc3)cs2)n1 (configuration not stated) | -19% | -2% | 1% | i | -21% | -3% | -4% | ? | 0
CCOCCCNC(=O)C1CCN(S(=O)(=O)N2CCCCC2)CC1 | -17% | 0% | 0% | i | 2% | 6% | -18% | 15% | 29
COc1cc2c(cc1OC)CN(C(=O)CSc1nnc3scc(-c4ccccc4)n13)CC2 | -1% | -4% | 1% | i | 2% | 2% | 18% | 6% | -16
C/C(CC(=O)Nc1cc(C)ccn1)=N\NC(=O)c1ccc(C)cc1 | i | -28% | 1% | i | 5% | -11% | 5% | 23% | 8
CC(C)COC(=O)Nc1ccccc1C(=O)N1CCOCC1 | -3%[57.5 µM] | 5% | -1% | i | 0% | 2% | -21% | -9% | 0
Cc1ccccc1NC(=O)Cn1c(=O)n(CCCC(=O)NCc2ccc3c(c2)OCO3)c(=O)c2ccccc21 | -14% | 9% | -1% | . | . | -2% | 8% | 6% | .
CCOC(=O)C(CC)(CC)C(=O)/C=C/c1cccc(Br)c1 | -43%[inhibitor] | 14% | -31%[inhibitor] | i | -10% | -9% | . | -9% | -2
COc1ccc2cc(C#N)c(N3CCN(C(=O)c4ccccc4C)CC3)nc2c1 | -24% | ? | 5% | i | 11% | -15% | 15% | -22% | 2
Cc1cc(C)nc(SCCCNCc2ccccc2)n1 | i | 23% | 3% | i | 1% | -6% | -7% | -17% | -67*
CC1CCN(c2oc(-c3cccs3)nc2S(=O)(=O)c2ccccc2)CC1 | -28% | 0% | . | . | . | -12% | -3% | -7% | .
